# GLS inh = qHTS for Inhibitors of Glutaminase (GLS); Potency, µM (titrated, usually from 45.5 µM), for inactives: at the highest dose activity change, negative = inhibition, usual class: inhibitors; GLS enzymatic activity, qHTS titration; 410,000 tested, 0.21% active; Glutaminase kidney isoform, mitochondrial (Homo sapiens), O94925; also: potency is read from the fitted curve at half-maximal effect; % is scaled to controls: 0 for no effect and ±100 for the full control effect
#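 Assay buffer: 45 mM KH2PO4 pH 8.2, 0.02% Tween-20. hKGA acts on L-glutamine (1 mM solution added); product glutamate is reported by an oxidase/peroxidase Amplex Red coupling, with fluorescence taken at baseline and 30 min.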
# JMJD2A Tudor inh = qHTS Assay for Inhibitors of JMJD2A-Tudor Domain. Lysine-specific demethylase 4A (Homo sapiens), O75164. AlphaScreen JMJD2A-Tudor / H3K4me3 peptide binding. Potency, µM (doses to about 114 µM), inactives show top-dose activity change, negative = inhibition, actives largely listed as inhibitors. 390,000 tested, 4.4% active; also: potency is read from the fitted curve at half-maximal effect; % is scaled to controls: 0 for no effect and ±100 for the full control effect; nearly all actives have a fitted effect of over 50% in size
# ERG-DNA inh = qHTS for Small Molecule Inhibitors of the ERG Ets/DNA interaction | Potency, µM (top dose mostly 76.9 µM), for inactives: at the highest dose FP activity, negative = inhibition, most hits filed as inhibitors | 370,000 tested, 0.028% active | fluorescence polarization, His-ERG Ets domain / labelled DNA; active = well fitted inhibition curve with a large enough effect in the polarisation, with a control signal flat; inconclusive = small, poorly fitted or top-dose-only effect, or effect the other way, or a change in a side signal; inactive = no such curve, though single readings can be large or run the other way; the % refers to the polarisation;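 also: polarization taken with two DNA probes labelled with fluorescein and Texas red; potency is read from the fitted curve at half-maximal effect; % of control where 0% means no effect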
#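 His-tagged ERG Ets domain (1 uM in the protein solution; 300mM KCl, 50mM Tris-HCl, 1mM EDTA, 1mM DTT, pH 7.5) received compound, then a probe mix of 5 nM fluorescein-DNA and 100nM Texas-615-DNA. Fluorescence polarization was read for both dyes.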
# PI4K2A block = qHTS for small molecular inhibitors of PI4K2A | AID 1346378, 2018 | activity change, negative = inhibition, % at 76.9 µM | Phosphatidylinositol 4-kinase type 2-alpha (Homo sapiens), Q9BTU6 | 420,000 tested, 0.13% active | purified PI4K2A, ADP-Glo luminescence, 1 h; hits give low values; in the data active = activity change below about -50%; inconclusive = mostly about -30% to -49%;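 also: -100% = wells without enzyme as full effect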
# Target sequence (Q9BTU6 whole entry, looked up): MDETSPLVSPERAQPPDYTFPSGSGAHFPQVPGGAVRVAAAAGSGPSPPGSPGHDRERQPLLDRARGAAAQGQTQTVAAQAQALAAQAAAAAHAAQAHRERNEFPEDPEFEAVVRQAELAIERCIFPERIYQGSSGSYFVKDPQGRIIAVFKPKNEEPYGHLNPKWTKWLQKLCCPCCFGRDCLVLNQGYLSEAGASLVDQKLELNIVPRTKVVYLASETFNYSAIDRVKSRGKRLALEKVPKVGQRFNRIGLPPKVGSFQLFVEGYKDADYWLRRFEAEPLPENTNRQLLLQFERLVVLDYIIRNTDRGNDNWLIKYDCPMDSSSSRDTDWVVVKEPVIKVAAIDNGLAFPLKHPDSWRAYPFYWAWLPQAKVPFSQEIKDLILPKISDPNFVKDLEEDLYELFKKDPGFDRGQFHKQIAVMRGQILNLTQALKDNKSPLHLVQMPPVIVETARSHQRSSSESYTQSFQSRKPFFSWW
#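 Compounds are screened against recombinant PI4K2A using PI as substrate and ATP, the latter dispensed at 300 microM. Reactions run one hour at ambient temperature before ADP-Glo detection; full inhibition defined by wells lacking enzyme.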
# HP1b binding inh = HTS for Inhibitors of HP1-beta Chromodomain Interactions with Methylated Histone Tails; AID 540317, 2011; Potency, µM (highest dose often 114 µM), for inactives: top-dose activity change, negative = inhibition, hits mostly inhibitors; 390,000 tested, 0.56% active; AlphaScreen HP1-beta / biotin-H3K9me3 peptide binding; also: potency is read from the fitted curve at half-maximal effect; nearly all actives have a fitted effect of over 70% in size; inactives centre near 23
# Target sequence (P83916 whole entry, looked up): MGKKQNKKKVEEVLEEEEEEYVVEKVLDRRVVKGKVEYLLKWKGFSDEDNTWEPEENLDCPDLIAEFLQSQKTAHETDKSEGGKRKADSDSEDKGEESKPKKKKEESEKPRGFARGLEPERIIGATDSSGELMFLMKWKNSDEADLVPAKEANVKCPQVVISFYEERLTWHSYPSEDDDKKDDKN
#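 Compound inhibition of the preformed complex between 50 nM HP1-beta and 50 nM biotinylated H3K9me3 peptide was read by AlphaScreen. Buffer was PBS pH 7.4 with 0.01% Tween-20. Incubations ran 30 min at room temperature, with 10 ug/mL donor/acceptor beads.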
# G9a inh = qHTS Assay for Inhibitors of Histone Lysine Methyltransferase G9a; 350,000 tested, 8.8% active; Potency, µM (series often up to 102 µM), inactives show at the highest dose activity, negative = inhibition, actives largely listed as inhibitors; G9a H3K9 monomethylation, AlphaScreen, 2 h; Histone-lysine N-methyltransferase EHMT2 (Homo sapiens), Q96KQ7; also: potency is read from the fitted curve at half-maximal effect; % is scaled to controls: 0 for no effect and ±100 for the full control effect; nearly all actives have a fitted effect of over 75% in size
# Target sequence (Q96KQ7 913-1193 limits assumed): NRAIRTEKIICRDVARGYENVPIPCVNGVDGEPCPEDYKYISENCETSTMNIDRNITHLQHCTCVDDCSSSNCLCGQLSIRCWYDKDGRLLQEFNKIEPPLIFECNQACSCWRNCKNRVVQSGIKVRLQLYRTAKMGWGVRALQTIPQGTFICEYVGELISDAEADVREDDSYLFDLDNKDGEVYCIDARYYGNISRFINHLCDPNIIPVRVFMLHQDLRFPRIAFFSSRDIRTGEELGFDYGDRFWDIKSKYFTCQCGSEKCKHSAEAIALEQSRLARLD
#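 Signal arises when biotinylated H3K9 peptide, once monomethylated, bridges streptavidin donor and antibody-captured acceptor beads. Enzyme at 20 nM was preincubated 15 min with test compounds; peptide 500 nM and SAM 20 uM then reacted for 2 h.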
# Pin1 inhibitor = qHTS Assay to Find Inhibitors of Pin1; Pin1 FP peptide displacement, HiFluor488, 10 min; 390,000 tested, 0.009% active; Peptidyl-prolyl cis-trans isomerase NIMA-interacting 1 (Homo sapiens), Q13526; Potency, µM (series often up to 115 µM), for inactives: at the top dose activity, negative = inhibition, usual class: inhibitors; AID 504891, 2011; active = well fitted inhibition curve with a large enough effect in the polarisation, with a control signal flat, not every such curve was filed as active; inconclusive = small, poorly fitted or top-dose-only effect, or effect the other way, or a change in a side signal; inactive = no such curve, though single readings can be large or run the other way; the % refers to the polarisation; also: potency is read from the fitted curve at half-maximal effect; % is scaled to controls: 0 for no effect and ±100 for the full control effect
# Target sequence (Q13526 whole entry, looked up): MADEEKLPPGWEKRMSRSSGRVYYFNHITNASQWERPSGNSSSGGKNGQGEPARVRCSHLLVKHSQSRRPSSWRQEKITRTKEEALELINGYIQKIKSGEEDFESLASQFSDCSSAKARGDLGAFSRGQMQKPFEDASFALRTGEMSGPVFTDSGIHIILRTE
# BAZ2B block = qHTS Assay for Inhibitors of BAZ2B; Bromodomain adjacent to zinc finger domain protein 2B (Homo sapiens), Q9UIF8; AlphaScreen BAZ2B-H3K14Ac peptide displacement; Potency, µM (doses to about 114 µM), without a hit: at the highest dose activity change, negative = inhibition, most hits filed as inhibitors; 360,000 tested, 4.4% active; AID 504333, 2011; also: potency is read from the fitted curve at half-maximal effect; % is scaled to controls: 0 for no effect and ±100 for the full control effect; nearly all actives have a fitted effect of over 60% in size
#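 Inhibition is scored as reduced AlphaScreen emission. The BAZ2B/b-H3(5-23)K14Ac complex (50 nM each) in PBS pH 7.4, 0.01% Tween-20 meets compound (up to 110 uM) for 30 min at RT before bead addition.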
# Tb PGK inh = qHTS Assay to Find Inhibitors of Phosphoglycerate Kinase; 380,000 tested, 0.043% active; Phosphoglycerate kinase, glycosomal (Trypanosoma brucei brucei), P07378; PGK/GAPDH coupled, Kinase-Glo luminescence, 60 min; AID 602233, 2012; Potency, µM (doses to about 57.5 µM), for inactives: top-dose activity change, negative = inhibition, hits mostly inhibitors; also: potency is read from the fitted curve at half-maximal effect; % is scaled to controls: 0 for no effect and ±100 for the full control effect; nearly all actives have a fitted effect of over 60% in size
#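 Luminescent ATP detection (Kinase-Glo Plus) follows a 60-minute room-temperature incubation, with wells lacking PGK as controls. Buffer: 100 mM TEA (pH 7.6), 5 mM MgCl2, 0.01% Tween-20. Coupling enzyme GAPDH (100 nM final) supplies unstable 1,3-BPG in-well.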
# * marks the source's active call; other numbers are inactive results; i = inactive; u = inconclusive; x = not tested or not shown; [ ] = dose if it differs, or a comment. Unless noted, calls follow the shape of the dose curve; as a rule, active = well fitted curve in the direction sought with a large enough effect; inconclusive = small, poorly fitted or top-dose-only effect, or another doubt; inactive = no such curve, though single readings can be large; an effect the other way counts as inactive or inconclusive. Random draw from the library; any-hit rate near 11%.
SMILES,GLS inh,JMJD2A Tudor inh,ERG-DNA inh,PI4K2A block,HP1b binding inh,G9a inh,Pin1 inhibitor,BAZ2B block,Tb PGK inh
O=C(NCCN1CCOCC1)c1cc(S(=O)(=O)Nc2ccccc2F)c(Cl)cc1Cl,0.1%,-6.6%[11.4 µM],9.7%,-4.9,32.3%,50.1µM*,-1.7%,-34.0%,-1.5%
O=C(Cc1ccccc1)NCC(=O)N1CCN(Cc2cccc(Cl)c2)CC1,0.2%,-11.9%,-9.8%,0.4,36.6%[activator],x,-0.1%,x,-6.4%
O=C(O)CCNC(=O)c1ccc(Br)o1,4.7%,3.6%,-5.5%,-0.8,36.7%,-40.4%,-4.0%,34.2%[activator],4.8%
Cc1ccsc1C(=O)Nc1ccc(F)c([N+](=O)[O-])c1,8.8%,-14.1%,-5.5%,2.0,0.1%,18.5%[59 µM],0.5%,3.1%,i
CC(C)(C)c1ccccc1NC(=O)Cn1c(=O)cnc2ccccc21,-3.8%,-4.2%,5.4%,-1.4,38.6%,7.7%[59 µM],2.3%,2.4%,6.3%
O=C(Nn1c(C2CCCCC2)nc2ccccc2c1=O)c1ccc(Cl)c([N+](=O)[O-])c1,-0.8%,-19.1%,12.4%,2.6,-12.5%,-4.5%,-1.1%,-36.1%,1.6%
COC(=O)c1sc(NC(=O)c2c(OC)cccc2OC)c(C#N)c1C,-5.1%,2.0%,9.9%,-2.5,67.0%[activator],12.0%,u,-2.9%,-2.2%
C=C1CCN([C@@H](C)C(=O)NCCCCCC)S(=O)(=O)c2ccccc21,17.0%,0.0%,0.0%,2.3,27.0%,35.1%[12.7 µM],-2.0%,1.3%,6.6%
COc1ccccc1C(=O)N1c2ncnn2C2(CCCCC2)[C@@H]2CCCC[C@@H]21,2.8%,-9.3%,5.5%,0.5,4.9%,-19.8%[59 µM],-2.1%,-35.4%,-7.4%
O=C(CSc1nnc(CNC(=O)c2ccccc2)o1)NCCc1ccccc1,3.6%,-24.8%,-3.1%,2.7,12.9%,x,-0.8%,u,-7.7%
COc1ccc(/C=C2\N=C(c3ccccc3)NNC2=O)cc1,0.0%,-13.8%,-16.0%,13.3,47.5%[activator],x,-6.3%,-12.3%,i
O=C(CSc1n[nH]c(=O)n1C1CC1)c1ccc(F)cc1,1.3%,-1.3%,-0.8%,4.7,32.8%,-4.4%,-9.2%,3.5%,1.8%
CC(=O)Nc1c(C)nn(-c2ccccc2)c1N1CCC(C(=O)Nc2ccccc2F)CC1,-0.6%,-21.8%,-8.3%,-0.3,17.4%[57 µM],5.0%[59 µM],-7.5%,7.2%,2.8%
COC(=O)c1ccc(NC(=O)C2CCCN2S(=O)(=O)c2ccc(C)cc2)cc1 (stereo unspecified),0.9%,-20.0%,-6.1%,4.4,23.3%,13.2%,-5.0%,-4.1%,-6.9%
CCC(C)c1ccc(NC(=O)c2cnn3c(C(F)F)cc(C)nc23)cc1 (stereo unspecified),0.7%,-12.7%,4.0%,-3.1,21.0%,1.3%,-3.9%,u,0.8%
CCOc1ccc(-c2nnc(SCC(=O)c3ccccc3)n2-c2ccccc2)cc1,-0.2%,2.2%,8.4%,-2.0,37.5%[activator],3.5%[59 µM],0.3%,-1.2%,-4.1%
O=C1c2ccccc2C(=O)N1CCCc1nc2ccccc2c(=O)n1Cc1ccco1,-2.0%,-7.9%,-6.1%,2.2,32.3%,-7.1%,-0.8%,-0.3%,-4.9%
O=C(CN1C(=O)NC2(CCCC2)C1=O)OCc1cccc(Br)c1,-0.2%,2.9%,4.6%,-2.1,43.7%[activator],19.4%[2.33 µM],-2.6%,10.5%,-5.5%
COC(=O)CC1C(=O)NCCN1C(=S)Nc1cccc(C(F)(F)F)c1 (stereo unspecified),0.3%,-8.7%,-11.2%,-3.8,22.9%,-0.8%,-1.8%,-7.0%,1.6%
O=C(Cc1cn2ccsc2n1)Nc1ccccc1Oc1ccccc1,-3.4%,-32.9%,-9.5%,-2.5,23.2%,-7.5%,0.2%,-10.1%,-9.7%
COc1ccc(C(=O)OCC(=O)NCC2CCCO2)cc1 (stereo unspecified),1.1%,-9.1%,17.1%,3.7,4.7%,-3.5%,-1.1%,3.3%,-3.1%
CCCCn1c(=O)n(CC(O)c2ccccc2)c(=O)c2c1ncn2C1CCCC1 (stereo unspecified),4.0%,-9.2%[57.1 µM],-5.4%,-0.4,38.0%[activator],10.9%,0.7%,16.9%,-2.9%
Cc1ccc(N/N=C(\C#N)C(=N)N2CCCCCC2)cc1,-2.2%,-12.1%,0.3%,0.1,23.8%,-6.9%,1.2%,x,-8.5%
O=C(c1cnn(-c2ccc(F)cc2)c1-n1cccc1)N1CCN(c2cccc(Cl)c2)CC1,2.0%,-21.4%,10.6%,-2.3,14.4%,u,-5.1%,u,0.4%
CCOc1ccc(NC(=O)CCC(=O)N/N=C(\C)c2cccs2)cc1,-3.5%,-10.3%,-4.2%,-4.0,65.9%[activator],x,-4.4%,-2.6%,i
# Going on with the list.
SMILES,GLS inh,JMJD2A Tudor inh,ERG-DNA inh,PI4K2A block,HP1b binding inh,G9a inh,Pin1 inhibitor,BAZ2B block,Tb PGK inh
CCCC[C@@H]1CNCCN1CCc1cc(C(F)(F)F)cc(C(F)(F)F)c1,8.4%,-24.8%,0.4%,0.8,46.7%[activator],-4.1%[12.7 µM],3.8%,-8.6%,-6.8%
Cc1cccc(NS(=O)(=O)c2ccc(C(=O)NCCCN3CCOCC3)cc2)c1C,4.1%,-20.7%,-1.3%,6.7,10.7%,12.5%,u,-11.8%,-2.2%
S=c1nn[nH]n1C12CC3CC(CC(C3)C1)C2,14.5%,50.1µM*,x,-0.2,-4.6%,1.41µM*,8.1%,u,-2.6%[11.5 µM]
CCNC(=O)N(C)C[C@H]1N[C@@](C)(C(=O)OC)[C@H]2C(=O)N(Cc3ccccc3)C(=O)[C@@H]12,-8.4%,-13.7%,3.0%,3.5,55.2%[activator],x,1.6%,x,-7.0%
c1ccc(Cn2c(NCc3ccco3)nc3ccccc32)cc1,18.2%,u,-2.8%,1.0,-19.4%,u,13.3%,-12.4%,-6.1%
COC(=O)c1cc(NC(=S)NC(=O)c2ccccc2)ccc1N1CCOCC1,7.4%,-33.0%,-4.0%,0.3,12.3%,u,-0.3%,u,2.4%
COc1cccc(/C=C/C(=O)OCC(=O)NCCNC(=O)COC(=O)/C=C/c2cccc(OC)c2)c1,-1.2%,-17.9%,x,-1.5,11.5%,-28.7%[12.7 µM],-0.4%,-12.1%,-1.0%
COc1ccc(CCc2nnc(CCC(=O)NCc3cc(C(C)C)no3)o2)cc1,-0.5%,-1.4%,-8.1%,1.3,42.6%[activator],19.5%,0.1%,-14.0%,-3.5%
CCCc1ccc(-c2ccc(C(=O)Oc3ccc(OCC)cc3)cc2)nc1,-4.3%,-7.2%,3.2%,1.9,47.4%[activator],9.9%[59 µM],u,-0.1%,11.6%
c1ccc(N2CCN(Cc3cccn3-c3nnc(N4CCN(C5CCCCC5)CC4)s3)CC2)cc1,0.4%,-17.2%,-4.1%,2.5,26.5%,-3.2%[59 µM],2.6%,7.6%[57.1 µM],-3.2%
CC1(C)OC(=O)C(=CNC(=O)c2c(F)cccc2F)C(=O)O1,-7.4%,-8.8%,-3.5%,1.8,1.6%,u,-19.5%,-13.6%,-3.0%
Cc1nc2c(-c3ccc(Cl)cc3)cnn2c2c1CCC2,1.6%,27.9%,4.7%,4.3,78.0%[activator],69.2%[activator],-9.0%,30.2%[activator],i
CN(C)C1=C(Cl)C(=O)N(c2ccc(Cl)c(Cl)c2)C1=O,-5.0%,4.9%,4.1%,3.3,60.7%[activator],x,u,-17.8%,-1.5%
Cc1ccccc1-n1c(Cn2c(=O)sc3ccccc32)nnc1SCC(=O)Nc1nccs1,-4.8%,2.1%,2.7%,1.7,51.6%[activator],-4.5%[59 µM],3.5%,3.1%,0.3%
O=C(C[C@@H]1C/C=C\C[C@H](NC(=O)OCC2c3ccccc3-c3ccccc32)C(=O)OC[C@H]2CCCN2C1=O)NCCO,4.1%,-22.2%,-6.5%,5.7,25.5%,x,-12.0%,x,-0.9%
COc1ccc(C(C#N)N2N=C(C)CC2c2ccccc2)cc1 (stereo unspecified),-8.6%,-3.5%,3.4%,-2.1,32.0%,44.7µM*,-0.2%,-2.9%,-3.2%
CCc1nnc(NC(=O)C2CCCN2S(=O)(=O)c2ccc(C)cc2)s1 (stereo unspecified),-13.0%,-5.0%,-9.3%,-1.5,46.5%[activator],-39.4%,-1.7%,3.8%,-5.5%
C[C@@H](O)C(C(=O)N1CCNCC1)n1cc([C@@H](N)CCCCN)nn1 (stereo partly specified),-0.4%,-23.1%,11.0%,-0.1,22.7%,-10.0%[2.33 µM],3.1%,u,2.5%
COc1cccc(Cn2nnc(C(=O)Nc3ccc(C)cc3)c2N)c1,2.6%,-21.4%,8.5%,0.4,21.4%,-40.1%,8.2%,-18.4%,-9.3%
